KDM5B inhibitor – blocks human KDM5B histone demethylase activity | Q9UGL1 | AID 1347165 | 2.6% of 220,000 active | Potency, µM (top dose mostly 57.7 µM), for inactives: at the highest dose activity change, negative = inhibition, usual class: inhibitors | KDM5B demethylase, FDH-coupled NADH fluorescence (FDH is formaldehyde dehydrogenase); active = well fitted inhibition curve with a large enough effect; inconclusive = small, poorly fitted or top-dose-only effect; inactive = no such curve, though single readings can be large or run the other way; also: 0% is about no effect; nearly all actives have a fitted effect of over 70% in size
Target sequence (Q9UGL1 whole entry, looked up): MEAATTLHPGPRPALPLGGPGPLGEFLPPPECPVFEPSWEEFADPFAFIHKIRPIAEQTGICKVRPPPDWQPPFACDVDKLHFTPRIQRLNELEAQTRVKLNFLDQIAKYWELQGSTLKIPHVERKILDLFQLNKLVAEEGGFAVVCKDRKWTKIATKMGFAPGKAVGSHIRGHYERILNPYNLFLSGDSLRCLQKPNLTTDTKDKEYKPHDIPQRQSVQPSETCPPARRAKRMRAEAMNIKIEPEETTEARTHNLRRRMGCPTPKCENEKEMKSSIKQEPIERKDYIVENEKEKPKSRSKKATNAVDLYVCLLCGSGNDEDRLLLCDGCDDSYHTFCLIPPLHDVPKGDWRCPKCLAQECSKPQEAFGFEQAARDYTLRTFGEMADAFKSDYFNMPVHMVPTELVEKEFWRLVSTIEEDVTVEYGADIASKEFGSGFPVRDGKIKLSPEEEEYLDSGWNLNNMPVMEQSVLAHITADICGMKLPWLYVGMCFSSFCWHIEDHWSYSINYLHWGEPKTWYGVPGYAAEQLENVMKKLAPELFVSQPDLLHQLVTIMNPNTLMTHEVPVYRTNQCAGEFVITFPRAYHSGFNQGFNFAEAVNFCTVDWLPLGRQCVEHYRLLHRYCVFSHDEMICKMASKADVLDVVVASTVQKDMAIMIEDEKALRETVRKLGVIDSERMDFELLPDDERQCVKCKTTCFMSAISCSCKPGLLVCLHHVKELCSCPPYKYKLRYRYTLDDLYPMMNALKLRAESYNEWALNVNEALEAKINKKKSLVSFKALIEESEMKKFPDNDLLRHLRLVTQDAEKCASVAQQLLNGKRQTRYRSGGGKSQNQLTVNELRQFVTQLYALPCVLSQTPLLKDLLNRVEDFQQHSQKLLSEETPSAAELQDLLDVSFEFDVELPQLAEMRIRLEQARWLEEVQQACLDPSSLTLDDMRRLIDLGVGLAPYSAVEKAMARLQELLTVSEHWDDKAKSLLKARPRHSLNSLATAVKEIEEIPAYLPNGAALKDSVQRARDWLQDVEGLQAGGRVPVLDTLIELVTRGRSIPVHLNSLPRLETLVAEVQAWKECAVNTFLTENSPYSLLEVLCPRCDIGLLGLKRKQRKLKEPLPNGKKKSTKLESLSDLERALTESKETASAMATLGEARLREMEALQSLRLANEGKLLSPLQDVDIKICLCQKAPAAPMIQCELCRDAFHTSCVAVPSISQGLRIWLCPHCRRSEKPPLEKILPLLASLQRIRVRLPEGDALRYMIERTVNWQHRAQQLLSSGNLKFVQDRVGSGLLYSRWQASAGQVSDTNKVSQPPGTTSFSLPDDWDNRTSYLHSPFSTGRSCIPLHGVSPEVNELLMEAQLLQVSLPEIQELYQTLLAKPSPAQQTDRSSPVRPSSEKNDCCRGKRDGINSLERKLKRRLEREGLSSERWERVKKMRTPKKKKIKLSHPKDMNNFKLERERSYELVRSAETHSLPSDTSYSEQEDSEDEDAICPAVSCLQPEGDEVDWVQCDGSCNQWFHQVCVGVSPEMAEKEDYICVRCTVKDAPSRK
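Measured: NADH fluorescence change, 30 min, RT. System: KDM5BΔAP 200 nM final, H3K4me3 peptide, α-KG, Fe(II), ascorbate, NAD⁺ plus FDH, pH 7.5 HEPES. Compounds: titrated, 10 min pre-incubation with enzyme.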
The depositor's hits bear a star; i = inactive; ? = inconclusive; [ ] = dose if it differs, or a comment. Potency is read from the fitted curve at half-maximal effect. Only part of the results is shown, so the mix of outcomes need not match the whole.

canonical_smiles,KDM5B inhibitor
O=c1[nH]c(N2CCOCC2)nc2c1CCN(Cc1cc(Cl)ccc1F)CC2,-7%
O=C1CC(c2nnc(Cc3ccc(F)cc3)o2)CN1c1ccccc1 (stereo unspecified),-6%
CCOc1ccccc1C1CC(c2cccc(NS(C)(=O)=O)c2)=NN1C(=O)c1ccco1 (stereo unspecified),?
COc1ccc(N(C(=O)Cc2cccs2)C(C(=O)NC2CCCC2)c2ccncc2)cc1OC (stereo unspecified),?
C[C@H](O)c1onc(-c2ccccc2)c1C(=O)N1CCCCCC1,7%[86.2 µM]
Cn1c(=O)c([N+](=O)[O-])c(N2CCN(Cc3ccc4c(c3)OCO4)CC2)c2ccccc21,-4%
COc1ccc(-c2ocnc2C(=O)Nc2cc(Cl)ccc2OC)cc1,?
CCNC(=O)c1ccc2c(c1)NC(=O)CS2,-22%
CC(C)(C)c1ccc(S(=O)(=O)N2CCC(Oc3ccc(-n4cnnn4)cc3)CC2)cc1,-1%
CC(C)(C)C(=O)NC(c1ccc(Cl)cc1)c1cccnc1 (stereo unspecified),4%
CC(C)(C)c1ccc(Oc2ccc(NC(=O)CCC(=O)OCC(=O)c3ccccc3)cc2)cc1,2%
CCn1c(CC2C(=O)Nc3ccccc32)nc2ccccc2c1=O (stereo unspecified),2%
Nc1nonc1-n1nnc(C(=O)N/N=C/c2ccc3c(c2)OCO3)c1-c1ccccc1,63%[activator]
COc1ccc2[nH]cc(CN3CCC([C@H]4[C@@H](OC)C(=O)N4C(C)C)CC3)c2c1,14%
CC1CCc2[nH]c3ccc(C(=O)Nc4ccccc4F)cc3c2C1 (stereo unspecified),-27%

canonical_smiles,KDM5B inhibitor
COC(=O)C1=C(C)N=C2SC=C(CC(=O)Nc3ccc(OC)cc3)N2C1c1cccc(OC)c1 (stereo unspecified),-21%
O=C(NCC(c1cccnc1)N1CCc2ccccc21)c1ccccc1Br (stereo unspecified),16%
COc1ccccc1-c1ccnc(-c2nnc(C)n2CCN2CCOCC2)c1,40µM*
NCC(=O)N1CCC(n2nccc2NC(=O)c2ccc3c(c2)OCO3)CC1,?
O=S(=O)(c1ccc(F)cc1)N1CCC(n2cnc3ccccc32)CC1,5%
O=C(c1ccc(F)c(F)c1)N(C1CCCCC1)C1CCCCC1,27%
Cc1cc(F)ccc1NC(=O)c1ncoc1-c1cccc(Cl)c1,5%
CCc1ccc(N2CC(c3noc(-c4ccco4)n3)CC2=O)cc1 (stereo unspecified),2%
N#Cc1nc(-c2ccc(COc3ccccc3)o2)oc1NCc1ccccc1,?
COC1CCOC2(CCN(C(=O)c3sccc3C)CC2)C1 (stereo unspecified),9%
Cn1cnnc1-c1nn(C)c2c1CN(C(=O)c1nn(C)c3ccccc13)CC2,-23%
Cc1cc(C)n2nc(CNC(=O)c3c(F)cccc3F)nc2n1,-22%
CC(C)c1nc2cc(NC(=O)NCc3ccccc3F)ccc2o1,7%
COC(=O)C1CCN(C(=O)COC(=O)c2cccc3c(=O)c(C)c(-c4ccccc4)oc23)CC1,-10%
CC(=O)NCC(=O)N1CCCn2cc(-c3cccc(C#N)c3)nc21,-20%

canonical_smiles,KDM5B inhibitor
Fc1ccc(-c2cnc([C@@H]3COCCN3Cc3cnc4ccccc4c3)[nH]2)c(F)c1,-3%[86.2 µM]
COc1ccc(S(=O)(=O)c2c(C)c(C)n(C(C)C)c2NC(=O)C2CCCO2)cc1 (stereo unspecified),-3%
CC(C)OCCCNC(=O)c1ccccc1-c1ncc(-c2ccc(F)cc2)o1,i
O=C(COc1ccccc1)NCCC1CCN(C(=O)Nc2cc(F)cc(F)c2)CC1,-17%
O=C(CSc1ccc2c(c1)OCCO2)NC1CCCCC1,-25%
Cn1nccc1C(O)c1cc2n(n1)CCN(C/C=C/c1ccccc1)C2 (stereo unspecified),32µM*
COc1ccccc1C1=NS(=O)(=O)N(C)C(C(=O)N2CCN(C)CC2)=C1,10%
COCCOC1CCN(C(=O)Cc2cccc(C)c2)CC1,-1%
Nc1c(-c2nc(-c3ccc(Cl)cc3)cs2)c2ccccn2c1C(=O)c1ccc2c(c1)OCO2,-1%
CCCNC(=O)N(C1CCOCC1)C1CCN(C(=O)c2cnccn2)CC1,-15%
CCOc1ccc(NC(=O)c2cc3cc(Br)ccc3oc2=O)cc1,4%
O=C(NC1CCN(c2cc(-c3ccccc3)[nH]n2)C1)c1ccc2cc[nH]c2c1 (stereo unspecified),?
CCC(CC)C(=O)Nc1nn2c(CC(C)C)nnc2s1,-27%
Cc1nc(C(=O)NC2CC(c3cc(N4CCC(O)C4)ncn3)C2)cs1 (stereo unspecified),4%
Cc1cccc(NC(=O)N2CCC(CN3CCOCC3)CC2)c1C,5%

Among those listed so far, these have a cyano group:
canonical_smiles,KDM5B inhibitor
N#Cc1nc(-c2ccc(COc3ccccc3)o2)oc1NCc1ccccc1,?
CC(=O)NCC(=O)N1CCCn2cc(-c3cccc(C#N)c3)nc21,-20%

The results go on:
canonical_smiles,KDM5B inhibitor
O=C(c1nc(-c2cc(Cl)cc(Cl)c2)c2ccccn12)N1CCN(c2ncccn2)CC1,-22%
CNC(=O)[C@@H]1C[C@@H](O)CN1C1CCN(C(=O)CCc2ccccc2)CC1,11%
CCCC1N=C2c3ccccc3N=C(SCC(=O)Nc3ccc(OC)c(Cl)c3)N2C1=O (stereo unspecified),-6%
Cc1ccc(CN2CCC3(CC2)COc2ccccc2CN3)cc1,-2%[86.2 µM]
CC(=O)COC(=O)c1ccccc1C(=O)c1ccc(C)c(C)c1,16%
Cc1noc(C)c1-c1cc2c(cc(C)n2CCN(C)C)c(-c2cccnc2)n1,32µM*
O=C(O)CC1(CC(=O)Nc2ccccc2Br)CCCC1,-1%
CN(C)C[C@H]1O[C@H](Cc2cc(-c3ccc(F)cc3)on2)CC[C@@H]1O,-13%[86.2 µM]
C[C@]1(O)CCN(C(=O)c2cccc(-n3cnnc3)c2)C[C@@H]1O,5%
Cc1cccc(NC(=O)CCN2CCN(Cc3cccc4ccccc34)CC2)c1,-4%
CCC(=O)C1=C(c2ccc(C)cc2)N(C(=O)CC)n2c(Cc3ccc(OC)cc3)nnc2S1,-1%
Cc1ccc(-c2nnn(Cc3ncc(-c4ccccc4)o3)n2)cc1,8%
COc1cccc(/C=C/c2onc(C)c2S(=O)(=O)N2CCC(C(=O)N3CCC(C)CC3)CC2)c1,?
COCCNC(=O)Cc1ccc(N(Cc2cccc(F)c2)C(=O)c2ccco2)cc1,?
COc1cccc(CNC(=O)CN2C(=O)CCCc3ccccc32)c1OC,-9%

canonical_smiles,KDM5B inhibitor
O=C(c1ccc2c(c1)OCO2)N1CCC(N2CCCC2=O)CC1,-4%[86.2 µM]
Cc1cccc(-n2ncc3c2CCCC3NC(=O)C2=CC(=O)CC(C)(C)O2)c1C (stereo unspecified),22%
CC(=O)Nc1ccc(CNC(=O)C2CCCC2)cc1,18%
CC(C)n1cnnc1CC1CCN(C(=O)C2(c3ccccc3)CC2)C1 (stereo unspecified),-6%
CC1(C)C(=O)Nc2ccccc2N1C(=O)COC(=O)CNS(=O)(=O)c1ccc(F)c(F)c1F,15%
COc1ccc(-n2nc3ccc(NC(=O)c4cccc(OCCC(C)C)c4)cc3n2)cc1,?
C[C@@H]1CN(c2ccc3nnc(-c4ccccn4)n3n2)C[C@H](C)O1,?
c1ccc2oc(CN3Cc4[nH]cnc4C[C@H]3c3nc(-c4ccc5c(c4)OCO5)no3)cc2c1,35µM*
NNC(=O)c1ccc(OCC2CC(c3ccc(Cl)cc3)=NO2)cc1 (stereo unspecified),-21%
COC(=O)c1ccc(CNC(=O)CCc2ncc(-c3ccccc3F)o2)cc1,3%
Cc1cccc(Cn2c(SCCN3CCOCC3)nc3c2c(=O)[nH]c(=O)n3C)c1,7%
Cc1cc(C)cc(NC(=O)c2cc(S(=O)(=O)N3CCCCCC3)cn2C)c1,11%
COc1ccc(OC)c(NC(=O)c2c(NCc3ccc(OC)c(OC)c3)sc3c2CCC(C)C3)c1 (stereo unspecified),?
COCCNC(=O)[C@@H]1CCC[C@@H](NC(=O)c2cc(C)on2)CN(C)C(=O)C1,7%[86.2 µM]
COc1cccc(C(=O)Nc2c(C(=O)N3CCC(N4CCCCC4)CC3)oc3ccccc23)c1,-6%

canonical_smiles,KDM5B inhibitor
COc1cc(F)ccc1-c1ccnc2nc(C3CCC3)nn12,28µM*
CC1Cc2cc(C(=O)c3cc4cc(Cl)ccc4o3)ccc2N1S(C)(=O)=O (stereo unspecified),3%
COc1cccc(NC(=O)Cn2c(=O)c(-c3noc(C)n3)c3n(c2=O)CCCC3)c1,-17%
O=C(c1ccoc1)N1CCCC(CCc2ccc(F)c(F)c2)C1 (stereo unspecified),-20%
CN1C(=O)C(c2ccccc2[N+](=O)[O-])C(=O)c2ccccc21 (stereo unspecified),23%
COc1ccc(OC)c(-n2cnc3c2NC(=O)CC3c2ccsc2)c1 (stereo unspecified),?
CCOc1ccc(-c2cc(C(=O)NCCCOC)c3c(-c4ccc(CC)cc4)[nH]nc3n2)cc1,-20%
COc1ccc(CNc2cc(C)ccn2)c(O)c1,28%
COC(=O)c1cccc(C(=O)NCCc2ccccc2)c1,34%[activator]
COc1cccc(C2=NS(=O)(=O)N(C)C(C(=O)NCC(C)C)=C2)c1,1%
CCOc1ccc(NC(=O)c2cc3c(=O)n4cccc(C)c4nc3s2)cc1,8%
O=C1CC(c2ccccc2)N(C(=O)C2CC2)CCCN(C(=O)Nc2ccccc2)CCN1 (stereo unspecified),25%
O=C1N(CC2CC2)CCOC12CCN([S+](=O)([O-])c1ccccc1)CC2,5%[86.2 µM]
[2H]C1=C([2H])C([2H])(CC(=C)C)[N+](C)(C)C([2H])(CC(=C)C)C1[2H] (stereo unspecified),17%
Cc1cc(=O)oc2cc(NC(=O)Cc3ccc(Cl)c(Cl)c3)ccc12,?

canonical_smiles,KDM5B inhibitor
O=C(O)c1ccc(Nc2ccccc2)c([N+](=O)[O-])c1,17%
Cc1ccc(/C=C/C(=O)c2ccc(-c3ccccc3)cc2)o1,?
Cc1cccc(OCC(=O)Nc2ccc3oc(=O)ccc3c2)c1,?
Cn1ccnc1CN(C(=O)c1ccc(F)c(C(F)(F)F)c1)C1CC1,22%
O=C(c1cc2ccccc2oc1=O)N(Cc1cccc(Cl)c1)Cc1ccco1,-6%
O=C(CN1C(=O)CCn2nc(-c3ccccc3)cc21)NCc1ccccc1,-13%
O=C(CC1CCOCC1)NCc1ccc(N2CCOCC2)cc1,-19%
COc1ccc(NC(=O)COc2ccc(S(=O)(=O)N3CCOCC3)cc2C)cc1OC,-13%
Cc1ccccc1-c1nccc2c(=O)cc(N3CCOCC3)oc12,35µM*
COc1ccc2c(c1)c(=O)c(C(=O)c1ccc(F)cc1)cn2CC(=O)Nc1ccc2c(c1)OCCO2,-16%
CCOC(=O)c1ccc(Nc2nc3ccccc3nc2NS(=O)(=O)c2ccc(F)cc2)cc1,?
O=C(NCC(=O)N(c1ccc(Cl)cc1)C(C(=O)NC1CCCC1)c1ccncc1)c1ccco1 (stereo unspecified),-9%
CC(C)(C)NC(=O)c1ccc2nc(CCc3ccccc3)oc2c1,-6%
O=C1NCc2ccccc2CC12CCCN(Cc1ccccc1)C2 (stereo unspecified),1%[149 µM]
CCC(C(=O)Nc1nnc(C)s1)c1ccccc1 (stereo unspecified),6%

canonical_smiles,KDM5B inhibitor
COc1ccccc1OCC(=O)NCC(c1ccc(Cl)cc1)N1CCCCC1 (stereo unspecified),-2%
COc1ccc(CN2C=C(C(=O)OCc3nc(-c4ccccc4F)no3)C(C)=NS2(=O)=O)cc1,?
O=C(NC[C@H]1OC[C@@H](NCc2ccccn2)[C@@H]1O)N1CCOCC1,14%[86.2 µM]
CCc1nn(C(C)C(=O)N2CCN(c3ccccc3)CC2)c(=O)c2cc3occc3n12 (stereo unspecified),-8%
Cc1ccc(NC(=S)N2CCCC2)cc1Cl,-33%
Cc1ccc(-c2ccc(CCC(=O)O)n2NC(=O)c2ccc(F)cc2)cc1,-3%

Compounds above that contain a furan ring, fused or not:
canonical_smiles,KDM5B inhibitor
CCOc1ccccc1C1CC(c2cccc(NS(C)(=O)=O)c2)=NN1C(=O)c1ccco1 (stereo unspecified),?
CCc1ccc(N2CC(c3noc(-c4ccco4)n3)CC2=O)cc1 (stereo unspecified),2%
N#Cc1nc(-c2ccc(COc3ccccc3)o2)oc1NCc1ccccc1,?
COCCNC(=O)Cc1ccc(N(Cc2cccc(F)c2)C(=O)c2ccco2)cc1,?
c1ccc2oc(CN3Cc4[nH]cnc4C[C@H]3c3nc(-c4ccc5c(c4)OCO5)no3)cc2c1,35µM*
COc1cccc(C(=O)Nc2c(C(=O)N3CCC(N4CCCCC4)CC3)oc3ccccc23)c1,-6%
CC1Cc2cc(C(=O)c3cc4cc(Cl)ccc4o3)ccc2N1S(C)(=O)=O (stereo unspecified),3%
O=C(c1ccoc1)N1CCCC(CCc2ccc(F)c(F)c2)C1 (stereo unspecified),-20%
Cc1ccc(/C=C/C(=O)c2ccc(-c3ccccc3)cc2)o1,?
O=C(c1cc2ccccc2oc1=O)N(Cc1cccc(Cl)c1)Cc1ccco1,-6%
O=C(NCC(=O)N(c1ccc(Cl)cc1)C(C(=O)NC1CCCC1)c1ccncc1)c1ccco1 (stereo unspecified),-9%
CCc1nn(C(C)C(=O)N2CCN(c3ccccc3)CC2)c(=O)c2cc3occc3n12 (stereo unspecified),-8%
